High-throughput results as filed in PubChem BioAssay.
Dicer processing: inhibitors of human Dicer processing of pre-microRNA; 47,000 compounds, 6% hits; Q9UPY3; cat-ELCCA pre-miR-21 Dicer processing, chemiluminescence; active compounds read high; z-score at 25 µM; AID 1347074; in the data active = z-score above about 3, passing the limit was not always enough;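 note: plate controls were vehicle for no effect and no enzyme for full effect; higher signal means more uncleaved substrate so more Dicer inhibition; strong numbers were not always called active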
Target sequence (Q9UPY3 whole entry, looked up): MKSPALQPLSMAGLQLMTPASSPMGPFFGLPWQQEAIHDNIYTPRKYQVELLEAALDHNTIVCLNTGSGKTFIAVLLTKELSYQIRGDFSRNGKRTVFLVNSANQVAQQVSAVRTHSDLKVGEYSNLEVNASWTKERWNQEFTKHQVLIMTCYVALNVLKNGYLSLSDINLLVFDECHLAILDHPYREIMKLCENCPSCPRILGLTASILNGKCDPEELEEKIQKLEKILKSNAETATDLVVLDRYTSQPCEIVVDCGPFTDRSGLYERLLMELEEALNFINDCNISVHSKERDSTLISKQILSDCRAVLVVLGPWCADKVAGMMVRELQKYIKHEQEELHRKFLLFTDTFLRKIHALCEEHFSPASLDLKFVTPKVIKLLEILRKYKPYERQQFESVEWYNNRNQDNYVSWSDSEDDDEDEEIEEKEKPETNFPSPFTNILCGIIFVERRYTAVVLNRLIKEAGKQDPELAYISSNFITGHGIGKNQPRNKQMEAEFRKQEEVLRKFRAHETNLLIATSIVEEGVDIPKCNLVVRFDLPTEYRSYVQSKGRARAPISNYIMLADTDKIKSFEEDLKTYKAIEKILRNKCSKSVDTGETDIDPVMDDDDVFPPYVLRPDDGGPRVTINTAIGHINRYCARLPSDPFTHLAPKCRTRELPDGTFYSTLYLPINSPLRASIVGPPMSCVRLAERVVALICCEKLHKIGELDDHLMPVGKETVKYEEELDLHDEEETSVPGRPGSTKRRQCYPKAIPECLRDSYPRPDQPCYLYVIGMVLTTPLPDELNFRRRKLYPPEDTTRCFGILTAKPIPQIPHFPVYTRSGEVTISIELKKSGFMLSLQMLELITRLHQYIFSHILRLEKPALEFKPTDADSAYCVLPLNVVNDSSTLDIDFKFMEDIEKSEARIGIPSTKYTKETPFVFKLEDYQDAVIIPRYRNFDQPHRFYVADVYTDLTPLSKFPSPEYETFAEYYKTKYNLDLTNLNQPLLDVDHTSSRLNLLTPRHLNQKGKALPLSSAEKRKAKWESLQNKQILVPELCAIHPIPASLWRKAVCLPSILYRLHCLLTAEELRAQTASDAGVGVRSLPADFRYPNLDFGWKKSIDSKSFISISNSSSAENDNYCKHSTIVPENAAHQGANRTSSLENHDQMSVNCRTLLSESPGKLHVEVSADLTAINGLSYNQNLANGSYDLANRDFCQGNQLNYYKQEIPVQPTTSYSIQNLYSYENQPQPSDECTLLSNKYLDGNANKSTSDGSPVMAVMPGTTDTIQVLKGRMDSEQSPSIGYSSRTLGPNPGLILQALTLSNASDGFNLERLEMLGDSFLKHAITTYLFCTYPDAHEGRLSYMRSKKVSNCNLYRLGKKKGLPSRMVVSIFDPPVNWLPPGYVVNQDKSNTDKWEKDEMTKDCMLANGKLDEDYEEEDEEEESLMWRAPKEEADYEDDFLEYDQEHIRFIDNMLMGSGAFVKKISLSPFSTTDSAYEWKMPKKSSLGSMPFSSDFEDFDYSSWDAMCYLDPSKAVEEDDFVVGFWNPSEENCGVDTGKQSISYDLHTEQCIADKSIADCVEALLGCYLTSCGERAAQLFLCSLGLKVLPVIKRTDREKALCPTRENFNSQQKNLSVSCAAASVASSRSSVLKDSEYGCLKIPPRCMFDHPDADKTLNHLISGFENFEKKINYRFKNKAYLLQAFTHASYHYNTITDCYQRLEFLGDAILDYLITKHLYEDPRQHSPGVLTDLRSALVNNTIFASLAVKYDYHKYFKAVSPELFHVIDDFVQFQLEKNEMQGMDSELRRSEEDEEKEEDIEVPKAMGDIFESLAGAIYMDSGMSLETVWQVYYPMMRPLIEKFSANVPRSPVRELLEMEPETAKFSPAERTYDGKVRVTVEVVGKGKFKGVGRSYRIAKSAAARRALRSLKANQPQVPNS
* hit, by the source's call. An excerpt, so the mix of outcomes need not match the whole.

canonical_smiles | Dicer processing
COc1cc(C2c3c(oc4ccccc4c3=O)C(=O)N2c2nnc(C)s2)ccc1O (configuration not stated) | -1.13
CCCOC(=O)C1=C(C)NC2=C(C(=O)CCC2)C1c1ccccc1Br (configuration not stated) | 0.42
Cc1nnc2n1NC(c1ccc(F)cc1)C(C(=O)Nc1ccc(Br)cc1Cl)S2 (configuration not stated) | 3.38*
Cc1ccccc1-n1cc(C#N)c(=O)[nH]c1=O | 0.27
CSC1=C(C#N)C(c2ccc3c(c2)OCO3)C2=C(CCCC2=O)N1 (configuration not stated) | -0.71
CSc1n[nH]c(-c2ccccc2Cl)c1C#N | -0.38
C=CCn1c(SCc2ccc(C(=O)NCCO)cc2)nc2sc3c(c2c1=O)CCCC3 | -0.95
Cc1cc(C)c(C)c(S(=O)(=O)NCc2ccccn2)c1C | 0.91
COc1ccc(OC)c(Sc2ccc(Cl)cc2[N+](=O)[O-])c1 | 0.07
Cc1onc(-c2ccccc2)c1C(=O)OCC(=O)c1ccccc1 | 2.01
NS(=O)(=O)c1ccccc1Sc1ccccc1C(=O)O | 0
Cc1cccc2nc3c(nc12)C(O)=C3O | 0.07
COc1cc(C2CC(=O)Nc3nc(N)[nH]c(=O)c32)ccc1OCc1ccccc1Cl (configuration not stated) | 0.25
Cc1sc2ccccc2c(=O)c1Cc1ccc(Cl)c(Cl)c1 | 0.38
CNC(=O)n1nccc1-c1sc2ccccc2c1C | -3.77
Cc1oc2cc(O)ccc2c(=O)c1Oc1ccccc1Br | 3.54*
NS(=O)(=O)c1cc([N+](=O)[O-])c(N2CCCCC2)s1 | 1.17
COc1ccc(OCC(=O)N(Cc2cccs2)C2CCS(=O)(=O)C2)cc1 (configuration not stated) | -0.03
C=CCc1ccc(Oc2ccc([N+](=O)[O-])cn2)c(OC)c1 | -1.89
CC=C(C)C(=O)O[C@H]1[C@H](OC(C)=O)C2(CO)C(CC1(C)C)C1=CCC3C4(C)CCC(OC5O[C@H](C(=O)O)[C@@H](O[C@@H]6O[C@H](CO)[C@@H](O)[C@H](O)[C@H]6O)[C@H](O)[C@H]5O[C@@H]5O[C@H](CO)C(O)[C@H](O)[C@H]5O)[C@](C)(CO)C4CCC3(C)[C@]1(C)C[C@H]2O (some centres not stated) | 0.57
CCOC(=O)c1c(C)nc(C)c(C(=O)OCC)c1-c1ccc(O)c(OC)c1 | 2.51
O=C(O)CCSc1nc2ccccc2[nH]1 | -1.64
Cc1ccc(S(=O)(=O)NC(=O)c2ccccc2)cc1 | -0.11
C=CCn1c(SCC(=O)Nc2ncc3c(n2)CC(c2ccccc2)CC3=O)nnc1-c1ccccc1 (configuration not stated) | 8.71
CC(C)CNc1ncnc2c1sc1nc3c(cc12)COC(C)(C)C3 | 0.8
O=C1CC(NCCc2c[nH]c3ccc(Cl)cc23)C(=O)N1c1cccc(Cl)c1 (configuration not stated) | 2.53
COC(=O)c1scc(C)c1NC(=O)C1=Cc2cc(Cl)ccc2OC1 | -0.31
O=S(=O)(c1ccc2c(c1)OCCO2)N1CCN(CCc2ccccc2)CC1 | 0.63
O=S(=O)(CCC1CCCC/C1=N/O)c1ccc(Cl)cc1 (configuration not stated) | -0.2
Cn1c(=O)c2c3nc4ccccc4cc3c(=O)n(-c3ccccc3)c2n(C)c1=O | -1.23
Cc1ccc(S(=O)(=O)NC(=O)NCCNC(=O)OC(C)(C)C)cc1 | -0.57
CCOC(=O)C(=CNc1cc(F)ccc1F)C(=O)OCC | -1.78
Cc1c(-c2ccnc(NS(=O)(=O)c3cc(C(F)(F)F)cc(C(F)(F)F)c3)n2)cnn1-c1ccccc1 | -1.87
O=C(NC(=S)NNc1ncccc1-n1cccc1)c1ccccc1 | -1.54
Cc1cc(NC(=O)NN2CCOCC2)nn1-c1c(Cl)cccc1Cl | 1.67
CCOc1cc(N2CCOCC2)c(OCC)cc1NS(=O)(=O)CC | -0.44

Given field by field: entries from further up
> O=S(=O)(CCC1CCCC/C1=N/O)c1ccc(Cl)cc1 (configuration not stated)
  Dicer processing: -0.2
> CCOC(=O)C(=CNc1cc(F)ccc1F)C(=O)OCC
  Dicer processing: -1.78
> Cc1c(-c2ccnc(NS(=O)(=O)c3cc(C(F)(F)F)cc(C(F)(F)F)c3)n2)cnn1-c1ccccc1
  Dicer processing: -1.87
> Cc1ccc(S(=O)(=O)NC(=O)NCCNC(=O)OC(C)(C)C)cc1
  Dicer processing: -0.57

The list goes on.
canonical_smiles | Dicer processing
O=S(=O)(Cc1ccccc1)C1CCCCC1O (configuration not stated) | 3.1*
C=CCN(CC=C)C(=S)NC(=O)c1ccccc1 | 1.19
CCOC(=O)CSc1nnc2n(-c3ccccc3)c(=O)c3c4c(sc3n12)COC(C(C)C)C4 (configuration not stated) | -0.76
COc1ccc(C2OCCCO2)c(Cl)c1OC | 1.02
CC1(C)CC(NC(=O)c2ccc3c(c2)OCO3)CC(C)(C)N1 | -0.78
CS(=O)(=O)c1[nH]nc(-c2cccc(Cl)c2)c1C#N | -0.5
COc1ccccc1Oc1coc2cc(O)ccc2c1=O | 0.15
COc1ccc(/C(O)=C2\C(=O)C(=O)N(CCCn3ccnc3)C2c2ccc(F)cc2)cc1 (configuration not stated) | 0.72
Nc1ccccc1SC(CC(=O)c1ccc(Cl)cc1)c1ccccc1 (configuration not stated) | -1.46
CC(C)(C)c1cn2cccc(OCc3ccc(Cl)c(Cl)c3)c2n1 | -1.13
C=CCN1C(=O)C(O)(c2c[nH]c3ccccc23)c2cc(Br)ccc21 (configuration not stated) | 2.03
CCOC(=O)c1cnc(C(F)(F)F)nc1NNC(=O)c1ccccc1 | 0.36
O=C(Nc1nc(-c2ccc(Br)cc2)cs1)c1ccc(Cl)cc1 | 0.24
Cc1cc(C)c(C#N)c(SCc2ccc([N+](=O)[O-])cc2)n1 | -0.21
CN1C(=O)C(O)(CC(=O)c2ccc(-n3cccc3)cc2)c2ccccc21 (configuration not stated) | 1.66
Cc1ccc(N2C(=O)C3C4c5ccccc5C(C(=O)O)(c5ccccc54)C3C2=O)c(Br)c1 (configuration not stated) | -0.81
CCOC(=O)N1CCc2c(sc3c2C(=O)NC(c2ccccc2Cl)N3)C1 (configuration not stated) | -1.14
CN1CCN(c2ccccc2/C=N\Nc2ncc(C(F)(F)F)cc2Cl)CC1 | 1.19
CCOC(=O)Cn1c(=O)c2ccsc2c2c(C#N)c(SC)sc21 | -0.99
Cc1cc(C)cc(N/C=C(\C#N)S(=O)(=O)c2ccc(Cl)cc2)c1 | -1.05
Nc1nc2c(c(=O)[nH]1)C(c1ccc(O)cc1)CC(=O)N2 (configuration not stated) | 0.02
Cc1ccc(CN2C(=O)c3oc4ccccc4c(=O)c3C2c2ccc(O)cc2)cc1 (configuration not stated) | 0.86
CCOC(=O)c1cnc(Sc2ncccc2[N+](=O)[O-])nc1N | 0.41
CCOC(=O)c1cnc2n(c1=O)CCS2 | 3.22*
O=C(Nc1nnc(C2CC2)s1)Nc1cccc2ccccc12 | 1.09
O=C(Nc1ccc(CSc2ccc(Cl)cc2)o1)Nc1ccccc1F | -2.54
Cc1ccccc1C1Nc2ccccc2NC2=C1C(=O)CC(c1ccccc1)C2 (configuration not stated) | 0.97
COc1ccc2[nH]c3c(c2c1)CCNC3=O | -1
N#Cc1c(-c2ccccc2)cc(-c2ccc(F)cc2)[nH]c1=O | -0.34
O=C(C(O)C(O)C(=O)N1CCCC1)N1CCCC1 (configuration not stated) | 0.83
CN(C)c1ccc(NC(=O)C2C3C=CC(C3)C2C(=O)O)cc1 (configuration not stated) | -2.06
O=C(Nc1nc2ccccc2n1CCN1CCOCC1)C1CCCCC1 | 2.99
C/C(CC1(O)C(=O)Nc2ccccc21)=N\O (configuration not stated) | -0.39
Cc1nn(C)c(N/N=C/c2c(Cl)cccc2Cl)c1[N+](=O)[O-] | 2.09
O/N=C/c1cn(-c2ccccc2)nc1-c1ccccc1 | -0.02
Cc1cc2oc3c(c(=O)c2cc1C)C(c1ccc(OCC(N)=O)cc1)N(c1nc(C)c(C)s1)C3=O (configuration not stated) | 0.33
O=c1[nH]n(CCO)c(=O)c2cccnc12 | 1.38
Cc1cc(NNC(=O)c2ccc(Cl)cc2)nc2c1c(C)nn2C | -1.23
N/C(=N\S(=O)(=O)c1cc(C(F)(F)F)cc(C(F)(F)F)c1)c1ccncc1 | 1.02
COc1nccc(C(F)(F)F)c1C(=O)Nc1c(C)cccc1C | 2.65
CC(C(=O)Nc1c(F)cccc1F)N1CCN(c2nccc(C(F)(F)F)n2)CC1 (configuration not stated) | -1.11
CN1CCCN(C(c2ccccc2)c2ccc(Cl)cc2)CC1 (configuration not stated) | -0.11
CCOC(=O)c1cc2c(N)c(C(=O)OCC)sc2nc1C | 2.5
c1ccc(-c2csc3ncnc(N4CCOCC4)c23)cc1 | -0.18
Cc1nc([N+](=O)[O-])cn1CCc1noc(-c2ccc(OC(F)(F)F)cc2)n1 | -1.99
COCCOC(=O)C1=C(C)N=C2SCCC(=O)N2C1c1ccc(C(=O)OC)cc1 (configuration not stated) | -1.58
O=C(O)c1ccccc1SC(C(=O)O)c1ccccc1 (configuration not stated) | 0.18
CCOC(=O)c1c(NC(=O)c2ccnn2C)sc(C)c1C | 1.75
COc1ccc(C(=O)CC2(O)C(=O)Nc3ccccc32)cc1OC (configuration not stated) | 2.19
CCc1c(C)nc(SCc2ccccc2C)c(C#N)c1C | 0.96
O=C1CC(c2ccccc2)S(=O)(=O)c2ccccc2N1 (configuration not stated) | 2.69
N#Cc1cnc(Nc2nc3ccccc3s2)nc1-c1ccccc1 | 0.16
O=C(Nc1cccc(Cl)c1)N1CCN(c2nsc3ccccc23)CC1 | -0.99
COc1ccc(-c2cc(OC(=O)c3cccs3)c3c(C)oc(C)c3c(=O)c2)cc1 | 4.31*
CC1C/C(=N\Nc2ccc(Br)cc2)c2cc(Cl)ccc2S1 (configuration not stated) | 3.25*
CCOC(=O)c1nn(-c2ccccc2)c2nc(=O)c(C#N)c(-c3ccccc3)n12 | 0.08
O=C(O)c1cccnc1Sc1ccc(Cl)cc1 | -0.55
O=C(O)CCc1ccc(-c2ccc(F)cc2)n1CC(=O)O | 0.83
Nc1ccccc1Sc1ccc(-c2cnc3ccccc3n2)cc1[N+](=O)[O-] | -0.54
O=c1[nH]nc(Sc2cc(C(F)(F)F)ccn2)n1-c1ccccc1C(F)(F)F | 0.22

Reprinted at random: 3 records from the list, in no set order.
canonical_smiles | Dicer processing
O=C(Nc1cccc(Cl)c1)N1CCN(c2nsc3ccccc23)CC1 | -0.99
O=C(O)c1cccnc1Sc1ccc(Cl)cc1 | -0.55
CC1C/C(=N\Nc2ccc(Br)cc2)c2cc(Cl)ccc2S1 (configuration not stated) | 3.25*

The results go on.
canonical_smiles | Dicer processing
Clc1ccccc1Cn1nnc2c(N/N=C/c3cccnc3)ncnc21 | -1.88
Cn1c2ccccc2c2nnc(SCC(=O)O)nc21 | 0.4
COc1ccc(O)c(C2=NN3C(C2)c2ccccc2OC3c2ccccc2)c1 (configuration not stated) | 8.34*
CCOc1cc(C2C(C(=O)OC)=C(C)NC3=C2C(=O)CC(C)(C)C3)cc(Br)c1O (configuration not stated) | 7.91
COc1ccc2c(c1)c(=O)oc1cc(OCc3cc(C(=O)O)oc3C)ccc12 | -0.93
COc1cc([N+](=O)[O-])c(OC)cc1SCC(=O)NNS(=O)(=O)c1cc(Cl)c(Cl)cc1Cl | -0.58
COc1ccc(OC)c(NC(=O)c2ccc(SC)s2)c1 | -0.6
CC(=O)NC(Nc1cccc(F)c1)(C(F)(F)F)C(F)(F)F | -0.69
CCCSc1cc(C(F)(F)F)c(C(=O)Nc2ccc(Cl)cc2)cn1 | 0.13
Clc1ccc(CSc2nsc(SCc3ccc(Cl)cc3)n2)cc1 | 0
CCCCC(NS(=O)(=O)c1ccc(OC)cc1)C(=O)O (configuration not stated) | 2.59
CC1CC(=O)N(C)c2ccccc2S1(=O)=O (configuration not stated) | 3.95*
CSC1=C(C#N)C(c2ccccc2C)CC(=O)N1 (configuration not stated) | 1.01
COC(=O)c1[nH]c2ccccc2c1NC(=O)CN(C)C | -1.38
CCOC(=O)c1cnc2c(S(=O)(=O)C(C)C)csc2c1Sc1cccc(Cl)c1 | -1.69
O=C(CSc1cc(C(F)(F)F)nc2ccccc12)NNC(=O)c1ccc(Cl)cc1 | 0.54
Cn1c(=O)c2c(nc(N3CCCC3)n2C)n(C)c1=O | 1.98
COc1ccc(C(C#N)=C2C=CC(=NO)C=C2)cc1 | 13.3
CCOC(=O)c1sc2ncccc2c1N | 7.3
CC(C)C1CCC(C(=O)N[C@H](Cc2ccccc2)C(=O)O)CC1 (some centres not stated) | 0.04
Nc1ncnc2c1nc(Br)n2C1OC2COP(=O)(O)O[C@@H]2C1O (some centres not stated) | -0.68
COc1ccc2[nH]c(C(=O)NCCSCc3ccc(F)cc3)cc2c1 | 0.67
O=C1NCCN1CCNS(=O)(=O)c1cccs1 | -1.68
CCOC(=O)C1=C(C)NC2=C(C(=O)CC(c3ccccc3)C2)C1c1ccc(O)c(OCC)c1 (configuration not stated) | 0.02

Taken from above.
Cc1ccc(S(=O)(=O)NC(=O)NCCNC(=O)OC(C)(C)C)cc1 | Dicer processing = -0.57
CCOC(=O)c1cnc(Sc2ncccc2[N+](=O)[O-])nc1N | Dicer processing = 0.41
C=CCc1ccc(Oc2ccc([N+](=O)[O-])cn2)c(OC)c1 | Dicer processing = -1.89
O=C1NCCN1CCNS(=O)(=O)c1cccs1 | Dicer processing = -1.68
Nc1ccccc1SC(CC(=O)c1ccc(Cl)cc1)c1ccccc1 (configuration not stated) | Dicer processing = -1.46
COc1ccc2c(c1)c(=O)oc1cc(OCc3cc(C(=O)O)oc3C)ccc12 | Dicer processing = -0.93

(listing goes on)
canonical_smiles | Dicer processing
CC1(C)CC(=O)C(C(C2=C(O)CC(C)(C)CC2=O)c2ccc(O)cc2O)C(=O)C1 (configuration not stated) | 1.37
COc1ccc(NC(=S)NCCNC(=O)OC(C)(C)C)c(OC)c1 | -1.47
C#CC(C)OC(=O)Nc1cnccc1C(F)(F)F (configuration not stated) | -0.47
CCOc1cc(S(=O)(=O)n2cc(C)nc2CC)ccc1Cl | 0.51
CCCCC(=O)N1C2=C(C(=O)c3ccccc32)C(c2ccc(Cl)cc2)c2c1n(C)c(=O)n(C)c2=O (configuration not stated) | 0.95
